Screening data (PubChem)
PKA-R1A activ – activates the PKA-R1A holoenzyme complex; PKA-R1A dissociation, Cy5-IP20 fluorescence polarization; scaled: DMSO 0%, 113 µM cGMP 100%; activation, % at 11.4 µM; P00514+P68181; actives 0.083% (n = 340,000);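 active = percent activation above the mean of all tested compounds plus 3 SD, cut at about 19% in these data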;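 note: higher means more PKAc released from R1A so a rise in polarization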
PfHsp90 yeast 2 – inhibits growth of yeast expressing Plasmodium falciparum Hsp90 | inhibition, % at 9.4 µM | actives 0.32% (n = 310,000) | S. cerevisiae expressing PfHsp90, BacTiter-Glo ATP, 48 h; yeast lacking PDR1 and PDR3 efflux regulators | AID 504621;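 active = every replicate shows inhibition above about 80%, whatever the replicate mean, limit read from the data; inconclusive = mean inhibition reaches the set limit but some replicate falls short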;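 note: 0% = DMSO neutral controls and 100% = 20 µM radicicol positive controls; yeast relying on Plasmodium falciparum Hsp90 in place of its own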
E coli growth – reduces bacterial viability in AddAB counter-screen. inhibition, % at 11.9 µM. actives 0.27% (n = 330,000). E. coli V3065 growth, OD600 absorbance, 18 h;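 active = inhibition above the campaign's mean inhibition across all tested compounds plus 3 SD, cut at about 9.9% in these data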;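 note: uninfected addAB+ strain grown without phage in ampicillin broth; 0% = DMSO wells and 100% = ciprofloxacin 0.95 µg/ml wells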
DSG3 Ab inh – blocks pemphigus antibody binding to human desmoglein-3. DSG3-coupled beads, scFv-anti-DSG3-GFP binding, flow cytometry; stronger effect = lower value. binding (percent of control), % at 10 µM. actives 0.48% (n = 310,000). AID 588358;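 active = binding more than 3 SD below its plate's average and above zero; inconclusive = below that plate limit but binding exactly zero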;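 note: hits lower antibody fragment binding to DSG3; some compounds called inactive have numbers as strong as hits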
phage Ecoli inh – E. coli growth loss with phage present; growth absorbance; inhibition, % at 11.9 µM; actives 0.26% (n = 360,000); AID 651602; in the data active = inhibition above about 11%
Arrestin-AP2 inh – human beta-arrestin and AP2 interaction inhibition; actives 0.31% (n = 340,000); FITC-arrestin peptide / GST-AP2 beads, flow cytometry; AP2 beta2 appendage carries R879A mutation; inhibition, % at 10 µM; AID 504490;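 active = inhibition above a set limit, near 3 SD of compounds lacking own fluorescence, cut at about 54% in these data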;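 note: plate controls were DMSO wells for no effect and 5 µM unlabelled arrestin peptide for full effect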
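System: GST-AP2 R879A glutathione beads | Also added: FITC-arrestin peptide, 50 nM | Times: 12 min plus 1 h, RT | Signal: Bead flow cytometry, FITC channel | Buffer or medium: PBS with 0.05% Tween 20 and 0.1% BSA | Read-out basis: Percent drop in bead-associated FITC signal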
OPRM1-OPRD1 inv – inverse agonists of human mu-delta opioid receptor heterodimerization | P35372+P41143 | cell-based MOR-DOR heterodimer luminescence, inverse agonism | AID 504357 | actives 0.21% (n = 340,000) | inhibition, % at 9.3 µM; in the data active = inhibition above about 22%, passing the limit was not always enough;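 note: 0% = cells with DMSO and 100% = wells without cells with DMSO; values of inactives mirror those of a sister screen read the other way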
Target sequence (P35372 whole entry, looked up): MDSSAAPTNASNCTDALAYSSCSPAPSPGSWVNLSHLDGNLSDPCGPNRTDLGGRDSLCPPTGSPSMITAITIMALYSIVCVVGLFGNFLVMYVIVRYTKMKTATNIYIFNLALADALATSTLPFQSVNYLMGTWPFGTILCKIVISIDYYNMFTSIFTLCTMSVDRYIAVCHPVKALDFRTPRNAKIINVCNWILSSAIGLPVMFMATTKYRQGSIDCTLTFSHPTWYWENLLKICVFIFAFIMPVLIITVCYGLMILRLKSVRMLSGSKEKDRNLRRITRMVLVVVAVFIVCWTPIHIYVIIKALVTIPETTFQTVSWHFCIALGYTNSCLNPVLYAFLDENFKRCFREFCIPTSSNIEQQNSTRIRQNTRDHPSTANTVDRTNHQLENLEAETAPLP
Target sequence (P41143 whole entry, looked up): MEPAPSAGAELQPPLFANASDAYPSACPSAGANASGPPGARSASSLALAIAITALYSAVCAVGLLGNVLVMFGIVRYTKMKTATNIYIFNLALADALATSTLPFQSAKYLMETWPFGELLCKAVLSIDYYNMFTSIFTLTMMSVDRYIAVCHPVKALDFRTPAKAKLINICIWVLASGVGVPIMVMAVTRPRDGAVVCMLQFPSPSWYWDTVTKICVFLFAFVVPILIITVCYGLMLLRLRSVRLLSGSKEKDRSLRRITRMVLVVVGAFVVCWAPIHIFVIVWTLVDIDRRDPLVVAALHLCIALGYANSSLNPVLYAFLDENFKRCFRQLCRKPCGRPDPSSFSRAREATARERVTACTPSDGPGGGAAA
AddAB inh – less growth of phage-infected E. coli with AddAB. inhibition, % at 11.9 µM. E. coli expressing H. pylori AddAB, absorbance growth. actives 0.29% (n = 330,000); in the data active = inhibition above about 12%;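 note: 0% = vehicle wells of infected cells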
Tat transport – E. coli Tat transport inhibition; E. coli MC4100 TorA-mCherry Tat export, fluorescence; actives 0.036% (n = 340,000); AID 488895; inhibition, % at 10 µM;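 active = mean replicate inhibition at least 50% and at least half of replicates individually reaching 50%; inconclusive = only one of the two criteria met; inactive = neither criterion met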;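 note: exported cargo escapes ClpAP degradation while cytoplasmic cargo is degraded and loses fluorescence; 0% = median of neutral control wells and 100% = median of NaSCN control wells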
Mot1-301 SUMO – SUMOylation pathway inhibition by Mot1-301 growth rescue; actives 1% (n = 320,000); growth rescue, % at 18.8 µM; S. cerevisiae Mot1-301 growth rescue, ATP luminescence, 38.5C; percent above DMSO median, 100 means doubled;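 active = every valid replicate shows activation above 250% relative to neutral control wells; inactive = the rest, any valid replicate at or below 250%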;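 note: OY570 slx delta 5 strain wells were the positive control but not used for scaling; some compounds called inactive have numbers as strong as hits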
MOR-DOR ag – OPRM1-OPRD1 heterodimerization agonism; cells, luminescence; P35372+P41143; actives 0.3% (n = 340,000); activation, % at 9.3 µM; in the data active = activation above about 18%;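 note: 0% = vehicle-treated cells and 100% = reference agonist; values of inactives mirror those of a sister screen read the other way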
An asterisk follows results filed as active; ? = inconclusive; . = no result given.

SMILES | PKA-R1A activ | PfHsp90 yeast 2 | E coli growth | DSG3 Ab inh | phage Ecoli inh | Arrestin-AP2 inh | OPRM1-OPRD1 inv | AddAB inh | Tat transport | Mot1-301 SUMO | MOR-DOR ag
Cn1cc(C(=O)CCl)c2ccccc21 | 5 | 5 | . | 95 | 2.8 | 5 | 1 | . | -4 | . | -0.2
N#CC1=C2SCC(O)(c3ccccc3)N2C(=O)CC1c1ccccc1F (centres undefined) | 13 | -3 | 0.9 | . | 3.9 | -4 | 26 | 0.6 | ? | -12 | -4.3
Cc1ccc(NS(=O)(=O)c2ccc3[nH]c(=O)sc3c2)cc1 | 0 | 12 | -1.1 | 109 | 4.0 | -21 | 3 | 4.3 | 4 | -2 | -0.7
Cc1cccc(CC2SC(N)=NC2=O)c1 (centres undefined) | 7 | 28 | -2.6 | 103 | 3.4 | -46 | 9 | 1.4 | 5 | -3 | -1.7
C=CCn1c(SCC(=O)Nc2nnc(CC)s2)nnc1-c1ccncc1 | -4 | 4 | 0.3 | 90 | 2.0 | 7 | -1 | 0.1 | 7 | -5 | 0.1
Cc1cc(SCc2ccccc2)nc(=O)[nH]1 | -7 | -15 | 0.8 | . | 2.8 | 13 | -2 | 3.7 | 4 | 56 | 0.4
COC(=O)C1=C(C)N(CCCC(=O)O)C(=O)NC1c1ccc(Br)cc1 (centres undefined) | -5 | 2 | 0.7 | 100 | 4.0 | -4 | 14 | 2.3 | -4 | -5 | -2.5
O=C(C[C@@H]1C/C=C/CC[C@H](Cc2ccc(F)cc2)C(=O)OC[C@@H](Cc2ccccc2)NC1=O)N[C@H](CO)Cc1ccccc1 | -7 | -33 | -0.5 | 104 | -0.6 | 28 | -24 | 0.6 | -6 | -8 | 4.0
COc1ccc(CNS(=O)(=O)CCNC(=O)c2ccccc2)cc1 | -4 | . | 0.4 | 100 | 3.3 | -4 | 17 | 0.4 | 5 | -1 | -2.7
CC1CN(C(=O)c2ccc(COc3ccccc3Cl)o2)CC(C)O1 (centres undefined) | 3 | -10 | 2.0 | . | 1.6 | 0 | -2 | 7.4 | -4 | -1 | 0.3
Cc1nn(C)cc1CN(C)C(=O)c1cc(COc2ccc(F)cc2F)on1 | -4 | 11 | -0.1 | 108 | 2.2 | -6 | -5 | 1.9 | -3 | 2 | 0.8
COc1cccc(NC(=O)CN(C)C(=O)CN2C(=O)NC3(CCCC3)C2=O)c1 | 3 | -1 | 3.6 | 104 | 0.8 | -5 | 1 | 1.6 | 9 | -3 | -0.1
COc1ccc([C@H]2CC(=O)C=C(c3ccc(C)cc3)C2)cc1OC | 8 | -11 | -1.4 | 103 | 3.2 | -10 | -10 | 3.3 | 0 | 1 | 2.1
Cc1ccc(C)c(N2CCN(S(=O)(=O)CC34CCC(CC3=O)C4(C)C)CC2)c1 (centres undefined) | 4 | 2 | -0.1 | 119 | -4.7 | 3 | -29 | 0.7 | 9 | 0 | 5.6
Cc1ccsc1/C=N/NC(=O)C1CC(=O)N(c2ccccc2)C1 (centres undefined) | 5 | 34 | 0.0 | . | 3.8 | 3 | 14 | 2.0 | 1 | 36 | -2.5
COc1ccc(/C=C/C=C2\NC(=S)NC2=O)cc1 | -5 | -2 | -1.5 | 95 | 2.0 | 5 | 15 | -0.9 | 5 | -5 | -3.0
CN(C)CCNCCCNc1c2ccccc2nc2cccc([N+](=O)[O-])c12 | 2 | 16 | . | 78 | 5.6 | -6 | -3 | . | -7 | . | 0.8
O=C1Nc2ccccc2C(=O)N2CCCCC12 (centres undefined) | -6 | . | -0.7 | 110 | 1.6 | -23 | 9 | -0.4 | 2 | 7 | -1.9
COc1ccc(CCN(C)C(=O)Cn2c(=O)oc3ccccc32)cc1OC | -15 | 3 | 3.7 | 105 | 1.5 | -3 | -28 | 6.0 | 6 | -15 | 3.5
Cc1ccc(C(=O)N2CCN(C(=O)CN3CCOCC3)C2)cc1 | -6 | -2 | -3.8 | . | 2.1 | -9 | 3 | 1.3 | -1 | 82 | -0.7
CCOC(=O)c1snc(C(=O)NC2CCCCC2)c1N | -4 | 14 | -0.8 | 100 | 4.7 | -1 | -55 | -0.7 | 3 | 33 | 9.9
Cc1ccccc1NS(=O)(=O)c1ccc(C(=O)NN2CCCCC2)cc1 | -2 | 27 | 1.6 | 109 | -1.2 | -1 | 9 | -1.1 | 11 | -1 | -2.1
O=C(Cc1ccccc1)Nn1c(-c2ccccc2)nc2ccccc2c1=O | -2 | 4 | -2.3 | 95 | 4.7 | -1 | -4 | 0.2 | -6 | -6 | 0.6
COc1ccc(-c2ccc(NCCC3=CCCCC3)nn2)cc1OC | -12 | 25 | -2.6 | 120 | 1.6 | 3 | -34 | -1.1 | 1 | -15 | 6.2
CCOC(=O)/C(C#N)=C\c1cn(C)c2ccccc12 | 13 | 11 | 1.8 | 100 | 3.3 | -13 | 2 | 1.7 | 2 | -6 | -0.4
(cont.)
SMILES | PKA-R1A activ | PfHsp90 yeast 2 | E coli growth | DSG3 Ab inh | phage Ecoli inh | Arrestin-AP2 inh | OPRM1-OPRD1 inv | AddAB inh | Tat transport | Mot1-301 SUMO | MOR-DOR ag
CSc1ccccc1NC(=O)CN(C)C(=O)c1cccc(S(=O)(=O)N(C)C)c1 | 12 | -24 | 3.3 | 106 | 3.2 | 1 | 15 | 7.6 | 0 | -8 | -3.0
Cc1c(Cl)ccc2c1NC(=O)[C@]21N[C@@H](CCC(N)=O)[C@H]2C(=O)N(c3ccc(F)cc3)C(=O)[C@H]21 | -1 | 4 | 0.2 | 103 | 1.1 | 18 | 17 | 0.7 | 4 | -9 | -3.1
Cc1cn(CC(=O)N[C@H](C)c2cccc3ccccc23)c(=O)[nH]c1=O | -3 | -18 | . | 98 | 3.2 | 1 | 21 | . | -3 | . | -4.5
O=C(c1ccc([N+](=O)[O-])o1)N1CCc2ccccc21 | 0 | -13 | 94* | 92 | 21* | 17 | -41 | 97* | 6 | -7 | 8.2
Cc1ccc(C)n1-c1nc(=S)[nH][nH]1 | -1 | 2 | -3.2 | 98 | 3.0 | 20 | 0 | -2.3 | -3 | 0 | 0.1
Cc1ccc(CNC(=O)C2(S(=O)(=O)c3ccc(C)cc3)CC2)cc1 | -2 | -4 | -1.8 | . | 1.8 | 0 | 14 | 2.0 | -8 | 3 | -2.2
O=C1CS/C(=C\[N+](=O)[O-])N1c1ccc(OC(F)(F)F)cc1 | -4 | 5 | -1.6 | 102 | -1.2 | 3 | 18 | 1.1 | -7 | -10 | -3.4
O=C(Cn1cc(C(=O)C2CC2)c2ccccc21)Nc1ccccc1Cl | 9 | 8 | 0.6 | 101 | -1.5 | 17 | -8 | 6.2 | -7 | 35 | 1.0
COc1cc(-c2noc(C)c2C(=O)NCc2ccc(C)o2)cc(OC)c1OC | -3 | 2 | -4.1 | 114 | 1.5 | 1 | 3 | 0.3 | 16 | 10 | -0.7
O=Cc1cc(N=Nc2cccc(C(=O)O)c2)ccc1O | 0 | 16 | -2.9 | 87 | 4.2 | -1 | 21 | -1.1 | -6 | 2 | -3.3
O=C(c1sc2cccc(F)c2c1Cl)N1CCN(c2ncccn2)CC1 | -9 | -12 | -0.1 | 83 | 1.3 | 0 | 3 | 2.5 | 4 | 61 | -0.7
COC(=O)Cn1cnc(C(=O)Nc2ccc(C)c(C)c2)n1 | -4 | 12 | -1.2 | 102 | 5.8 | 3 | 15 | -1.7 | -5 | . | -3.0
CC(N=Cc1c(O)c2ccccc2oc1=O)C(=O)O (centres undefined) | -2 | 40 | -0.2 | 51* | -0.5 | 0 | -2 | 1.8 | 3 | 3 | 0.3
COc1ccc(N2CCN(C(=O)CNC(=O)c3ccccc3Cl)CC2)cc1 | -5 | -22 | -0.6 | 115 | -0.2 | -8 | 4 | 0.0 | -4 | -19 | -0.8
C1CCc2c(c(N3CCOCC3)nc3sc4c(N5CCOCC5)nnnc4c23)C1 | -2 | 11 | . | 113 | 0.2 | 20 | 10 | . | 5 | . | -1.9
CNC(=O)CSc1nc2cccnc2n1-c1ccc(F)cc1 | 1 | -5 | . | 114 | 0.9 | -3 | 12 | . | -2 | -8 | -2.2
COc1cc(NC(=O)NCCN2CCN(c3ccccc3)CC2)cc(OC)c1OC | -16 | 24 | -1.9 | 101 | 2.1 | 5 | 14 | -2.9 | 10 | -7 | -3.2
Cc1cc(SCc2ccccc2C)nc(=O)[nH]1 | -3 | -7 | 2.7 | 103 | 2.4 | 6 | 14 | 8.3 | -1 | -12 | -2.7
CCOCCCN(C(=O)c1snc(C(N)=O)c1N)C(C(=O)NCCC(C)C)c1ccc(Cl)cc1 (centres undefined) | -1 | -9 | -3.9 | 116 | -2.8 | -5 | 0 | -2.5 | -8 | 15 | 0.0
CC(C)C1Oc2cc3oc(=O)ccc3cc2C1=O (centres undefined) | -11 | -25 | 1.3 | 102 | 1.6 | 13 | -6 | 3.8 | 8 | -2 | 1.1
O=C1OCCN1C(=O)[C@H]1[C@H](c2ccc(F)cc2)C(c2ccccc2)=NN1c1ccccc1 | -4 | 0 | 0.4 | 89 | 2.2 | -18 | -10 | 0.9 | -1 | . | 2.1
CSc1ncccc1C(=O)NCc1nnc2ccccn12 | 11 | -5 | -1.1 | 93 | 1.2 | 9 | 12 | -0.2 | 13 | -6 | -2.3
Cc1cc(C)c(C)c(S(=O)(=O)ON2C(=O)c3ccccc3C2=O)c1C | 13 | -11 | 0.4 | 103 | 1.6 | 10 | -1 | 0.9 | 2 | -8 | 0.1
O=C(O)/C(=C\c1ccco1)NC(=O)c1ccccc1 | 5 | -11 | 2.9 | 125 | 0.7 | 2 | 24 | 0.7 | 13 | -10 | -4.5
Fc1ccccc1-c1n[nH]c(=S)n1Cc1ccccc1 | 3 | -3 | 1.5 | 100 | . | 36 | 2 | 1.9 | -8 | -2 | -0.5
O=C(CN(Cc1ccco1)C(=O)c1cccc(Cl)c1)Nc1c(Cl)cc(Cl)cc1Cl | 7 | . | -1.2 | . | 1.5 | 5 | -4 | -1.9 | 1 | 26 | 0.6
Cc1cc(NC(=O)CCCC(=O)N(c2ccccc2)C(C(=O)NC2CCCCC2)c2cccs2)no1 (centres undefined) | -4 | 11 | -1.4 | . | 1.7 | -12 | 12 | 1.0 | -2 | 2 | -2.0
O=C(NC1CC1)C1CCCN(C(=O)Nc2ccc(F)cc2)C1 (centres undefined) | -1 | 1 | -1.0 | 97 | 2.4 | 17 | 13 | 2.5 | -6 | 2 | -2.4
